Assay outcomes: PubChem, several laboratories
M1AAP inhibition = malaria alanyl aminopeptidase activity blockers – biochemical, fluorogenic H-Leu-NHMec substrate, 1536-well (AID 1445). recombinant M1AAP, H-Leu-NHMec fluorogenic kinetic assay; higher % means a stronger effect. inhibition, % at 30 µM; hits with a dose series show IC50 in µM. actives 0.42% (n = 220,000);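 active means primary inhibition above the hit cutoff, then over 50% inhibition at one or more dose response concentrations, cut at about 23% in these data, passing the limit was not always enough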;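 further: plate controls were DMSO full reaction for no effect and no enzyme background for full effect; strong numbers were not always called active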
Yfh1-depleted yeast = enhancers of respiration in Yfh1-depleted yeast, dose response, Friedreich's ataxia, plus single-dose screen (AID 1465) | S. cerevisiae Yfh1-off respiration, WST-1 reduction, 72 h; higher fold induction means a stronger effect | actives 0.074% (n = 220,000) | fold induction at 50 µM; hits with a dose series show EC50 in µM;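 active means fold induction of absorbance versus untreated yeast above a set limit, then at least 30% activation at any dose in follow-up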;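 further: activators that raise dye reduction in frataxin-depleted yeast; strong numbers were not always called active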
Autophagy mod = alters autophagy in cells. MEF GFP-LC3 puncta imaging; test concentration mostly 10 µM. calls only at 10 µM (by protocol). AID 463193. actives 0.98% (n = 190,000);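 active means percentage of spot-positive cells more than 3 SD above its plate mean, without a fluorescence outlier flag or 80% toxicity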;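 further: spot-positive cell cutoff set from DMSO-treated cells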
WT yeast gro inh = growth inhibition of WT yeast, mitochondrial fusion screen; actives 2.1% (n = 190,000); mitochondrial fusion phenotypic screen, WT strain; inhibition, % at 10 µM; in the data active means inhibition above about 58%; tested in S. cerevisiae
Dynein transport = dynein cargo transport inhibition; 3617.4 mouse cells, GR-EGFP nuclear translocation imaging; test concentration mostly 20 µM; stimulated with dexamethasone, 1 µM; active compounds read low; z-score, hits read low; actives 0.47% (n = 220,000); AID 1381;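 active means plate z-score of nuclear minus cytoplasmic receptor signal below a set negative limit, without overly bright fluorescence or cell loss, cut at about -3.5 in these data, passing the limit was not always enough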;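 further: z-score of nuclear minus cytoplasmic ring GR-EGFP intensity difference per well; some compounds called inactive have numbers as strong as hits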
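Medium: Induction medium lacking tetracycline, stripped serum | Probe or stimulus: 1.0 µM final dexamethasone stimulus | Schedule: 48 h induction, then 1 h compound, then 30 min agonist, 37 °C | Signal: Automated 10x imaging of fixed Hoechst-stained cells | Evaluation: Per-cell GR-EGFP intensity, nucleus versus surrounding cytoplasmic ring, well-averaged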
T cell modulator = T cell immune modulators affecting CD8 T cell-vesicle binding. 2C CD8+ T cell-vesicle binding, flow cytometry; active compounds read low. calls only at 7 µM. actives 0.068% (n = 330,000);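 active means response, share of CD8 T cells binding vesicles, and their 90th percentile fluorescence all below set limits, cut at about 80% in these data, passing the limit was not always enough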
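Assay system: 2C TCR transgenic mouse naive CD8+ T cells, MACS-purified | Read-out: CD8+ gate FL2 mean fluorescence as % of same-row positive control | Signal: High-throughput flow cytometry with anti-B7-1 and anti-CD8 staining | Timing: Binding step 1.5 h, 37 °C, antibody labelling 20 min, ice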
P. falciparum M17LAP = P. falciparum M17LAP inhibitors, primary screen, biochemical, fluorogenic H-Leu-NHMec substrate, 1536-well (AID 1619); one-dose inhibition, % at 30 µM; IC50 in µM for titrated hits; recombinant M17LAP, H-Leu-NHMec fluorogenic kinetic assay; higher % means a stronger effect; actives 0.38% (n = 220,000);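 active means compound inhibiting the enzyme by more than half at any dose during confirmatory dose-response retesting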;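 further: plate controls were full reaction with DMSO carrier for no effect and no enzyme background for full effect; strong numbers were not always called active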
bCat nuc transl = alters nuclear translocation of beta-catenin in HeLa cells. immunofluorescence imaging. nuclear translocation activity, % at 5 µM. actives 0.3% (n = 190,000). AID 1665;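 active means nuclear translocation activity above 50% at 5 µM, with a well cell count of 50 or more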;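 further: per-cell ratio of nuclear to cytoplasmic median beta-catenin stain intensity; plate controls were DMSO negative control for no effect and GSK-3 inhibitor IX positive control for full effect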
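Assay system: human HeLa cells, native beta-catenin; doses: 5 µM primary, 0.02–20 µM confirmation; incubation: compound treatment 24 h, 37°C, 5% CO2; technique: fluorescence imaging of beta-catenin antibody stain plus DAPI; measure: % activation, nuclear-to-cytoplasmic median beta-catenin signal ratio per cell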
MT stabilizer = microtubule stabilization, imaging screen | actives 0.83% (n = 200,000) | HeLa tubulin immunostaining HCS, 24 h; share of cells brighter than vehicle mean+2SD | % tubulin-high responders, % at 10 µM;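 active means plate Z-score above 3 for both tubulin-high and condensed-nucleus cell shares, with cell loss under 80%, at 10 µM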;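 further: anti alpha tubulin signal scored within the nucleus-defined area of each cell; some results filed as inactive read as strong as hits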
WT yeast gro inh mutant strain = also measured in WT yeast gro inh; calls as there; inhibition, %; mitochondrial fusion phenotypic screen, mutant strain inhibition
Dynein transport cytoplasmic EGFP = recorded beside Dynein transport, whose call it bears; z-score; measured here: cytoplasmic GR-EGFP intensity; active compounds read high
Dynein transport nuclear GR-EGFP = further read-out of Dynein transport, marked with its call; z-score; measured here: nuclear GR-EGFP intensity;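 lower value marks the stronger effect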
Dynein transport cell count = also measured in Dynein transport; calls as there; z-score; measured here: cell count per field
bCat nuc transl cell count 5 µM = also measured in bCat nuc transl; calls as there; cell count; measured here: cell count, cytotoxicity flag
T cell modulator vesicle-bound % = also measured in T cell modulator; calls as there; double positive events, %; measured here: CD8+ vesicle-bound cell fraction;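 binding gate set so that unloaded-vesicle control wells show 10% double positive cells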
MT stabilizer Hoechst-high % = second read-out of MT stabilizer, no call of its own (marks repeat the call); % Hoechst-high responders; measured here: nuclear condensation Hoechst responders;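 share of cells brighter than vehicle mean plus two SD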
MT stabilizer cytotoxicity % = second read-out of MT stabilizer, no call of its own (marks repeat the call); toxicity, %; measured here: cytotoxicity by cell density;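 0% = mean cell density of plate MIN control wells and 100% = no cells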
Autophagy mod cell loss 18 h = recorded beside Autophagy mod, whose call it bears; toxicity, %; measured here: cell loss, nuclei count;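 cell loss after 18 h compound exposure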
Numbers without * were called inactive; i = inactive; / = no result given. Random draw from the library. About 4.4% of those tested had a hit in this group.

SMILES | M1AAP inhibition | Yfh1-depleted yeast | Autophagy mod | Autophagy mod cell loss 18 h | WT yeast gro inh | WT yeast gro inh mutant strain | Dynein transport | Dynein transport cytoplasmic EGFP | Dynein transport nuclear GR-EGFP | Dynein transport cell count | T cell modulator | T cell modulator vesicle-bound % | P. falciparum M17LAP | bCat nuc transl | bCat nuc transl cell count 5 µM | MT stabilizer | MT stabilizer Hoechst-high % | MT stabilizer cytotoxicity %
COc1ccccc1NC(=O)C1CCCN(S(=O)(=O)c2cnc[nH]2)C1 (stereo unspecified) | 1% | i | i | -10 | 14 | 11 | 0.024 | -0.18 | 0.096 | -0.06 | i | 37 | -2% | / | / | 1.6 | 2.2 | 7.9
Cc1ccc(C2NC(C(=O)O)CS2)cc1 (stereo unspecified) | 1% | i | i | 6 | 9 | 4 | -0.48 | -0.32 | -0.4 | 1.1 | i | 52 | 14% | -2.0 | 1019 | 2.5 | 1.7 | 6.5
Cc1ccc(C(=O)COC(=O)CCc2nc3ccccc3[nH]c2=O)cc1C | 1% | i | i | 1 | 5 | -3 | 0.23 | -0.17 | -0.035 | -0.6 | i | 34 | -1% | 0.5 | 1360 | 2.3 | 1.8 | 5.0
Cc1cc(C)nc(N2CCCC(C(=O)NCc3ccccc3F)C2)n1 (stereo unspecified) | 0% | i | i | 16 | -1 | -24 | -0.2 | -0.11 | -0.17 | -1.3 | i | 40 | 10% | 0.4 | 1612 | 2.5 | 2.2 | 4.5
CCOc1ccc2nc(N/C(N)=N/C(=S)Nc3cccc(OC)c3)nc(C)c2c1 | 7% | i | / | / | / | / | 0.031 | -0.26 | -0.044 | 0.19 | i | 58 | 2% | -0.3 | 1310 | / | / | /
COc1ccc(NC2SC(=O)N(CC(=O)O)C2=O)cc1 (stereo unspecified) | 9% | i | i | 11 | -4 | -7 | -0.84 | -0.2 | -0.18 | 0.26 | i | 31 | 29% | -6.1 | 994 | 1.6 | 1.7 | 11
CN(C)CCC=C1c2ccccc2CCc2ccccc21 | 5% | / | i | 23 | 12 | -7 | 0.17 | -0.21 | 0.54 | 0.12 | i | 6 | 16% | / | / | 2.9 | 3.1 | 9.9
COc1ccccc1NC(=O)C1=C(C)NC(=O)NC1c1cccc(OC)c1OC (stereo unspecified) | 0% | i | i | -4 | 6 | -3 | -0.85 | -0.079 | -0.2 | 0.43 | i | 32 | 0% | -0.6 | 1110 | 7.4 | 2.9 | 5.9
CN(C)NC(=S)NC1CC2CCC1C2 (stereo unspecified) | 1% | i | / | / | / | / | 0.085 | -0.24 | 0.56 | 0.2 | i | 57 | -9% | 1.5 | 1305 | / | / | /
CC(C)(C)OC(=O)N1CCC2(CC1)C(C#N)=C(N)OC1=C2C(=O)CCC1 | 5% | i | i | 4 | 7 | 6 | 0.43 | -0.11 | 0.26 | -0.19 | i | 5 | 7% | 0.4 | 1099 | 3.1 | 2.2 | 4.3
CCn1c2ccccc2c2cc(NC(=O)CSc3nnc(C4CC4)n3Cc3ccco3)ccc21 | 19% | i | i | -8 | 2 | -9 | 0.38 | -0.089 | -0.48 | -0.76 | i | 0 | 20% | -1.4 | 977 | 3.0 | 1.8 | 2.5
N#CCCn1cc(/C=N/O)c(-c2cccc([N+](=O)[O-])c2)n1 | 13% | i | i | 7 | -22 | 18 | -0.15 | 0.12 | 0.34 | 0.00056 | i | 38 | 3% | 2.9 | 990 | 3.4 | 3.3 | 3.3
CC1(N2CCOCC2)CC2(O)C(=[N+]1[O-])CCc1nonc12 (stereo unspecified) | 1% | i | i | 3 | -14 | 2 | -0.37 | -0.14 | 0.099 | -0.03 | i | 3 | -30% | 1.7 | 623 | 4.8 | 2.2 | 7.1
O=[N+]([O-])/C(C(=C(Cl)Cl)N1CCOCC1)=C1\NCCO1 | 8% | i | i | -12 | -9 | -11 | -0.22 | -0.11 | 0.19 | 0.98 | i | 34 | -2% | -1.6 | 1120 | 2.8 | 0.9 | 5.6
O=C(COC(=O)c1ccccc1NC(=O)c1ccco1)Nc1ccc2c(c1)OCO2 | 4% | i | i | 8 | -4 | -19 | -0.66 | -0.29 | -0.28 | 0.054 | i | 21 | 7% | 2.5 | 837 | 2.2 | 0.9 | 5.4
OCCSc1nc(-c2ccccc2)nc2ccc(F)cc12 | / | i | i | -2 | 1 | 8 | 0.43 | -0.18 | 0.77 | -0.41 | i | 52 | / | 0.0 | 964 | 1.8 | 1.1 | 5.8
CCOC(=O)/C(=N\Nc1cccc(C(F)(F)F)c1)N1CCOCC1 | 1% | i | i | 0 | 45 | 52 | 0.33 | -0.32 | 0.44 | 0.75 | i | 37 | -4% | -0.6 | 1196 | 3.5 | 2.7 | 1.4
CNC(=O)NC(=O)COc1c(F)c(F)cc(F)c1F | 7% | i | i | 13 | 2 | 7 | 0.22 | -0.23 | 0.64 | 1.2 | i | 28 | 5% | 2.1 | 1108 | 8.8 | 1.3 | 7.2
CC(C)c1ccc(N2C=Nc3ccc(C(C)C)cc3C2)cc1 | 1% | i | / | / | / | / | -0.056 | -0.021 | 0.46 | -1.3 | i | 51 | 5% | 0.2 | 1321 | / | / | /
CC(C)(C)C(=O)NC(=S)Nc1ccccc1C(=O)NC1CCCCC1 | 6% | i | i | -18 | 9 | 16 | -0.49 | 0.2 | -0.36 | 1.1 | i | 16 | 1% | -5.4 | 979 | 2.5 | 1.6 | 5.1
COC(=O)c1cn(CCOc2ccccc2OC)c2ccccc12 | -2% | i | i | -4 | -6 | -21 | -0.3 | -0.082 | -0.15 | 0.58 | i | 22 | 3% | / | / | 3.1 | 1.8 | 7.3
COc1ccc(/C=C/C(=O)Nc2ccc(-n3nncc3-c3ccccc3)cc2)cc1OC | 2% | / | i | -13 | 0 | -3 | 0.014 | -0.041 | -0.16 | -0.39 | i | 44 | 2% | 0.2 | 1179 | 2.3 | 3.5 | 1.9
N#CC1(c2ccccc2)CCCN1C(=O)c1ccc(Br)o1 (stereo unspecified) | 4% | i | i | -4 | 9 | 12 | -1.4 | -0.3 | -0.59 | 0.87 | i | 33 | -2% | 2.0 | 702 | 3.4 | 3.2 | 4.0
COc1ccccc1-c1coc2cc(O)cc(O)c2c1=O | -1% | i | i | 3 | 18 | 21 | -0.63 | -0.19 | -0.44 | 0.64 | i | 21 | 7% | -0.1 | 1077 | 1.9 | 1.4 | 0.7
COc1ccc2nc(C)cc(N3CCC(C(N)=O)CC3)c2c1 | 5% | i | i | -3 | 13 | 11 | -1.7 | -0.17 | -0.22 | 1.1 | i | 40 | 1% | 0.0 | 1073 | 0.9 | 1.5 | 9.7
CCOC(=O)c1[nH]c2ccc(Br)cc2c1NC(=O)CCN1CCCC(C)C1 (stereo unspecified) | 11% | i | i | -5 | -10 | -5 | -0.65 | -0.2 | 0.24 | 0.037 | i | 45 | 19% | -1.2 | 535 | 4.4 | 1.6 | 13
O=C(c1ccc(Cl)cc1)N1CCC(O)(CSc2ccccc2)CC1 | 4% | i | i | 2 | 16 | 28 | / | / | / | / | i | 54 | -1% | -3.2 | 1092 | 1.0 | 2.4 | 7.0
O=C(Nc1ccccc1Cl)ON=C1c2ccccc2-c2ccccc21 | 10% | i | i | 11 | 6 | -8 | -0.058 | -0.23 | 0.26 | 1 | i | 38 | -4% | -0.1 | 1363 | 4.0 | 2.7 | 4.4
COc1ccc(N2CCN(C(=O)c3ccc(S(=O)(=O)N4CCOCC4)cc3)CC2)cc1 | 6% | i | i | -14 | -10 | 22 | -1.1 | -0.21 | -0.25 | 0.71 | i | 23 | -9% | 0.0 | 793 | 2.0 | 1.8 | 6.7
COc1ccc(-c2nnc3ccc(SC)nn23)cc1 | 1% | i | i | -7 | 14 | 14 | 0.73 | -0.33 | 0.53 | -0.12 | i | 40 | -11% | -2.4 | 939 | 4.7 | 3.6 | 4.0
CCCCOc1ccc(S(=O)(=O)n2c(C)nc3ccccc32)cc1 | 3% | i | i | 5 | -6 | 20 | 0.66 | -0.16 | 0.66 | 1.2 | i | 16 | 8% | / | / | 3.4 | 2.9 | 13
COc1ccc(NC(=O)CC2SC(=Nc3ccccc3)NC2=O)cc1 (stereo unspecified) | 4% | i | i | 11 | 18 | 16 | -0.11 | -0.21 | 0.34 | 1 | i | 12 | 15% | 1.5 | 828 | 3.3 | 1.5 | 3.4

Quoted from the listing.
WT yeast gro inh mutant strain with CCOC(=O)/C(=N\Nc1cccc(C(F)(F)F)c1)N1CCOCC1 stands at 52
MT stabilizer Hoechst-high % with COc1ccc(/C=C/C(=O)Nc2ccc(-n3nncc3-c3ccccc3)cc2)cc1OC stands at 3.5
